TbPYK inhibitor: blocks Trypanosoma brucei pyruvate kinase; Q57TT1; AID 624173; TbPYK enzyme, Kinase-Glo Plus ATP luminescence, 45 min; 410,000 tested, 0.12% active; Potency, µM (series often up to 76.8 µM), inactives show at the highest dose activity, negative = inhibition, most hits filed as inhibitors; also: potency is read from the fitted curve at half-maximal effect; nearly all actives have a fitted effect of over 50% in size
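Assay buffer: 50 mM TEA pH 7.2, 100 mM KCl, 10 mM MgCl2, 0.05% BSA, 0.01% Tween-20. Pyruvate kinase from T. brucei plus substrate met compound, then ADP (130 uM final). Luminescence was read post 45 min RT.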
AMA1 RON2 block: AMA1-RON2 (P. falciparum) interaction inhibition | AlphaScreen AMA1-biotinylated RON2 peptide binding | Potency, µM (highest dose often 58.2 µM), without a hit: at the highest dose activity change, negative = inhibition, most hits filed as inhibitors | 360,000 tested, 0.2% active;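 also: potency is read from the fitted curve at half-maximal effect; 0% = vehicle wells and -100% = peptide control; nearly all actives have a fitted effect of over 45% in size; some results filed as inactive show a strong effect at the top dose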
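AMA1 (3D7) with his tag at 25 nM final met compounds first, then biotinylated RON2 peptide at 25 nM; detection used donor plus acceptor beads, 10 µg/mL apiece, read by AlphaScreen after 30 min at room temperature.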
AmpC no deterg: AmpC beta-lactamase inhibition without detergent; AmpC nitrocefin hydrolysis, absorbance 480 nm, 0.0001% Triton; Potency, µM (top dose mostly 57.1 µM), without a hit: top-dose activity change, negative = inhibition, hits mostly inhibitors; AID 485341; P00811; 330,000 tested, 0.52% active;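 also: potency is read from the fitted curve at half-maximal effect; plate controls were no compound for no effect and no enzyme for full effect; nearly all actives have a fitted effect of over 20% in size; some results filed as inactive show a strong effect at the top dose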
Target sequence (P00811 whole entry, looked up): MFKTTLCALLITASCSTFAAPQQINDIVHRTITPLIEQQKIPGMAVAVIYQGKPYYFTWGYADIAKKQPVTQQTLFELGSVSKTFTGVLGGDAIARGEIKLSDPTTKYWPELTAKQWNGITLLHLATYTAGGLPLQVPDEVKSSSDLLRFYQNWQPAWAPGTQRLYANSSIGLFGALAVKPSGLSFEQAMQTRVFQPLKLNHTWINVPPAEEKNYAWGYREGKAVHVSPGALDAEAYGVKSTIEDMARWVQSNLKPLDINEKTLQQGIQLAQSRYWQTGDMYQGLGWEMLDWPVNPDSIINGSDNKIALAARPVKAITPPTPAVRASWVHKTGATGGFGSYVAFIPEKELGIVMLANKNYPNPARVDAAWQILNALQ
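AmpC (5.3 nM in the dispensed reagent) in 20 mM phosphate pH 7.0 with 0.01% (detergent screen) or 0.0001% Triton X-100 was preincubated with compounds for 15 min at room temperature. Nitrocefin was then added from an 800 uM solution, and hydrolysis was followed at 480 nm.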
AmpC inh detg: blocks E. coli AmpC beta-lactamase in detergent assay; AmpC hydrolysis of nitrocefin, absorbance 480 nm, 0.01% Triton; Potency, µM (titrated, usually from 114 µM), for the others: at the top dose activity change, negative = inhibition, usual class: inhibitors; 370,000 tested, 0.041% active; AID 485294;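 also: potency is read from the fitted curve at half-maximal effect; 0% = no-compound wells and -100% = no-enzyme wells; nearly all actives have a fitted effect of over 25% in size; some results filed as inactive show a strong effect at the top dose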
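20 mM phosphate pH 7.0 + 0.01% (detergent screen) or 0.0001% Triton X-100; 5.3 nM AmpC reagent; cpd preinc 15 min RT; nitrocefin (800 uM stock) to start; A480 q20 s × 4 min; Activity was normalised to no-enzyme and no-compound control wells.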
HCMV inh: blocks human cytomegalovirus replication. HFF cells, HCMV-luciferase reporter, 72 h; hits give low values. activity change, negative = inhibition, % at 57.5 µM. 410,000 tested, 4.5% active. AID 1259415; in the data active = activity change below about -60%; inconclusive = no clear call, values can overlap the other calls; inactive = above about -39%
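After 16 h attachment at 37C, HFF cells received test compound and HCMV-luciferase (1 PFU/cell); reporter luminescence read 72 h later, data normalized against buffer-only and known inhibitor Salinomycin.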
LmPK inh: LmPK (Leishmania mexicana) enzyme inhibition; purified LmPK, Kinase-Glo ATP luminescence, 1 h; AID 1721; Potency, µM (titrated, usually from 57.5 µM), inactives show at the highest dose activity change, negative = inhibition, usual class: inhibitors; 290,000 tested, 0.37% active; also: potency is read from the fitted curve at half-maximal effect
Target sequence (Q27686 whole entry, looked up): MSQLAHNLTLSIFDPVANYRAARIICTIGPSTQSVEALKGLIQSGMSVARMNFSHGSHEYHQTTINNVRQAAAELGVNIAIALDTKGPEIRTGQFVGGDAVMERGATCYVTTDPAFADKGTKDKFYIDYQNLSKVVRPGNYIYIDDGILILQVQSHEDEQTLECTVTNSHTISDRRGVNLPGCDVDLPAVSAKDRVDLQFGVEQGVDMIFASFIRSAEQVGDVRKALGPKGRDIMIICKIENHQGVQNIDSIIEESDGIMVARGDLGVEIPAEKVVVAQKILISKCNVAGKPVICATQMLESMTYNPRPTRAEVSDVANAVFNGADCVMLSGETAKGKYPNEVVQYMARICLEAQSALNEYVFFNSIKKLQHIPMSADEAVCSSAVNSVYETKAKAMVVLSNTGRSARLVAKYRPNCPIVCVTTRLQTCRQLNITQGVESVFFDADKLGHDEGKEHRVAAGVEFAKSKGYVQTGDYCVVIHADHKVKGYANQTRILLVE
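Pyruvate kinase activity monitored as ATP production (luciferase luminescence). Conditions: 0.1 nM enzyme, 0.5 mM PEP, 0.1 mM ADP, 1 h, RT; normalized against uninhibited and no-enzyme wells.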
HCV inhibitor: blocks hepatitis C virus. Potency, µM (series often up to 41.8 µM), for the others: at the highest dose activity change, negative = inhibition, hits mostly inhibitors. 340,000 tested, 3.4% active. AID 651820. Huh7.5.1 HCVcc-Cre infection, luciferase reporter, 44 h; also: potency is read from the fitted curve at half-maximal effect
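Compounds are dispensed onto cells plated 4 h earlier at 1,000 per well, with HCVcc-Cre virus (about 0.5 moi) added next. Following 44 h of culture, luminescent signal is measured for 15 sec after 15 min with substrate at room temperature.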
* marks the source's active call; other numbers are inactive results; [ ] = remark or other dose. Unless noted, calls follow the shape of the dose curve; as a rule, active = well fitted curve in the direction sought with a large enough effect; inconclusive = small, poorly fitted or top-dose-only effect, or another doubt; inactive = no such curve, though single readings can be large; an effect the other way counts as inactive or inconclusive. Unless noted, % is scaled to controls: 0 for no effect and ±100 for the full control effect.

CCOc1ccc(NC(=O)CN2CCN(CC(=O)Nc3cccc(F)c3)CC2)cc1 was read as TbPYK inhibitor -2%, AMA1 RON2 block 6%, AmpC no deterg 83%[activator], AmpC inh detg 2%, HCMV inh 65, LmPK inh 6% and HCV inhibitor -1%.
Screening CCC(C)n1c(-c2ccco2)nc2nc3ccccc3nc21 (stereo not drawn) returned AmpC no deterg 27%, AmpC inh detg inconclusive and LmPK inh -4%.
`CCCCOc1ccc(C(=O)Nc2nnc3n2CCS3)cc1` gave TbPYK inhibitor 6%, AmpC inh detg -9% and HCMV inh -1.
Screening Cn1nccc1C(=O)c1ccc(Cl)cc1 returned TbPYK inhibitor 0%, AMA1 RON2 block -8%, AmpC no deterg 0%, AmpC inh detg 7%, HCMV inh -18, LmPK inh 8% and HCV inhibitor 5%.
Cc1cccc(-c2noc(CN(C)C(=O)c3ccco3)n2)c1 was read as TbPYK inhibitor -8%, AMA1 RON2 block inconclusive, AmpC no deterg -8%, AmpC inh detg -4%, HCMV inh 53, LmPK inh -3% and HCV inhibitor 8%.
`O=C(COc1ccccc1[N+](=O)[O-])Nc1cccc(S(=O)(=O)N2CCCC2)c1` gave TbPYK inhibitor -2%, AMA1 RON2 block -4%, AmpC no deterg -33%, HCMV inh inconclusive and HCV inhibitor inconclusive.
COCCCNC(=O)CN1C(=O)c2cccc3cccc1c23 was read as TbPYK inhibitor 0%, AMA1 RON2 block -2%, AmpC no deterg -13%, AmpC inh detg -11%, HCMV inh -5, LmPK inh 1% and HCV inhibitor 13%.
O=C(Cc1ccccc1)NN1C(=O)C2C3C=CC(C3)[C@@H]2C1=O (stereo partly drawn) was read as TbPYK inhibitor -6%, AMA1 RON2 block -1%, AmpC no deterg -17%, AmpC inh detg -8%, HCMV inh -38, LmPK inh 1% and HCV inhibitor 4%.
For COc1cc(SC)ccc1C(=O)Nc1ccc2c(c1)CCC2 the results were TbPYK inhibitor -13%, AMA1 RON2 block 6%, AmpC no deterg -35%, AmpC inh detg 2%, HCMV inh 61, LmPK inh 0% and HCV inhibitor 10µM*.
`C=CCNC(=O)c1ccccc1NC(=O)c1cccc2ccccc12` gave TbPYK inhibitor 2%, AMA1 RON2 block 0%, AmpC no deterg -29%, AmpC inh detg -1%, HCMV inh -11, LmPK inh 5% and HCV inhibitor inconclusive.
`CC1(CCc2ccccc2)NC(=S)N(c2ccccc2)N1` (stereo not drawn) gave TbPYK inhibitor -26%, AMA1 RON2 block 28%, AmpC no deterg -3%, AmpC inh detg -7%, HCMV inh 40, LmPK inh 4% and HCV inhibitor 8%.
Screening Cc1cc(Cl)ccc1C(O)c1ncc(-c2cccc(F)c2)[nH]1 (stereo not drawn) returned TbPYK inhibitor -3%, AMA1 RON2 block 0% and HCMV inh 17.
N[C@@H](Cc1ccc(O)cc1)C(=O)Nc1ccc2ccccc2c1 was read as TbPYK inhibitor -3%, AMA1 RON2 block 15%, AmpC no deterg -16%, AmpC inh detg 4%, HCMV inh 74 and HCV inhibitor 14%.
`CCOC(=O)[C@]12CCCC=C1N(Cc1ccc3c(c1)OCO3)C(=O)[C@H](CC(=O)N1CCN(C(=O)C3CC3)CC1)C2` gave TbPYK inhibitor 0%, AMA1 RON2 block -6% and HCMV inh 10.
`C#CCOCCOCCOCCNc1nc(N2CCN(C(=O)[C@H](CCCN=C(N)N)n3cc(C(N)[C@H](C)CC)nn3)CC2)nc(N2CCN(C(=O)[C@H](CCCN=C(N)N)n3cc(C(N)[C@@H](C)CC)nn3)CC2)n1` (stereo partly drawn) gave TbPYK inhibitor -1%, AMA1 RON2 block 19%, AmpC no deterg 88%[activator] and HCV inhibitor 21%.
`COc1cccc(C2CC(c3ccc(Cl)cc3Cl)n3nc(N)nc3N2)c1` (stereo not drawn) gave TbPYK inhibitor 0%, AMA1 RON2 block -5%, AmpC no deterg 80%[activator], AmpC inh detg -15%, HCMV inh -22, LmPK inh -2% and HCV inhibitor 12%.
For CCc1ccc(-c2ccc3nnc(SCC(N)=O)n3n2)cc1 the results were TbPYK inhibitor -3%, AMA1 RON2 block 2%, AmpC no deterg 6%, AmpC inh detg 1%, HCMV inh inconclusive, LmPK inh -3% and HCV inhibitor 5%.
`Cc1cccc(C)c1N1C(=O)CC(N2CCN(S(=O)(=O)c3ccccc3F)CC2)C1=O` (stereo not drawn) gave TbPYK inhibitor -4%, AMA1 RON2 block -5%, AmpC no deterg 22%, HCMV inh 0 and HCV inhibitor 5%.
Screening Cc1nc(=S)n(-c2ccccc2)[nH]1 returned TbPYK inhibitor inconclusive, AMA1 RON2 block 12%, AmpC no deterg -15%, AmpC inh detg -1%, HCMV inh -2, LmPK inh -5% and HCV inhibitor -1%.
CCCCCCCNC(=O)C1(CC2CC(c3ccc(Cl)cc3)=NO2)CCN(C(=O)c2cc(OCC)c(OCC)c(OCC)c2)CC1 (stereo not drawn) was read as TbPYK inhibitor 13%, AMA1 RON2 block -4%, AmpC no deterg 57%, AmpC inh detg inconclusive, HCMV inh 171, LmPK inh -1% and HCV inhibitor -9%.
`O=c1[nH]c(/C=C/c2ccccc2)c([N+](=O)[O-])c(=O)[nH]1` gave TbPYK inhibitor 7%, AMA1 RON2 block -1%, AmpC no deterg -15%, AmpC inh detg -14%, HCMV inh 17, LmPK inh -11% and HCV inhibitor 21%.
`CCN(CC)S(=O)(=O)c1ccc2c(c1)N(CC(=O)Nc1cccc(C(C)=O)c1)C(=O)CO2` gave TbPYK inhibitor -10%, AmpC inh detg 4% and HCMV inh 53.
`NC(=O)c1cc2n(n1)C(C(F)(F)F)CC(c1ccco1)N2` (stereo not drawn) gave TbPYK inhibitor 0%, AMA1 RON2 block 10%, AmpC no deterg -9%, AmpC inh detg 3%, HCMV inh 2, LmPK inh -10% and HCV inhibitor 13%.
CCOc1ccccc1NC(=O)CCNC(=O)C1CCN(S(=O)(=O)c2ccccc2)CC1 was read as TbPYK inhibitor 3%, AMA1 RON2 block 9% and HCMV inh -31.
Screening Cc1cccc(S(=O)(=O)N2CCC(CO)(Cc3ccccc3)CC2)c1 returned TbPYK inhibitor 4%, AMA1 RON2 block -13%, AmpC no deterg 33%, AmpC inh detg 3%, HCMV inh inconclusive, LmPK inh 4% and HCV inhibitor -16%.
Screening CCN(CC(=O)NCc1cccs1)C(=O)c1ccc(NS(=O)(=O)c2ccc(C(C)=O)cc2)cc1 returned TbPYK inhibitor -1%, AMA1 RON2 block -1%, AmpC no deterg -50%, AmpC inh detg inconclusive, HCMV inh -35 and HCV inhibitor 41%[activator].
For CCCOc1ccc(-c2nc(N3CCCCC3)c3ccccc3n2)cc1 the results were TbPYK inhibitor 1%, AmpC inh detg 19% and HCMV inh 9.
Screening Cc1cccc(CNC(=O)CCCn2c(=O)c3cccn3c3ccc(F)cc32)c1 returned TbPYK inhibitor -1%, AmpC inh detg 9% and HCMV inh 24.
Screening Cc1cc(C)n(-c2nnc(C)n2N)n1 returned TbPYK inhibitor 5%, AMA1 RON2 block 6%, AmpC no deterg -1%, AmpC inh detg 4%, HCMV inh 8, LmPK inh -4% and HCV inhibitor 3%.
`O=C(Nc1nc2ccc([N+](=O)[O-])cc2s1)c1ccco1` gave AmpC no deterg 0%, AmpC inh detg 2%, HCMV inh 72 and LmPK inh -16%.
Screening Cn1c(=O)n(CCc2ccccc2)c(=O)c2c1ncn2Cc1ccccc1 returned TbPYK inhibitor -2%, AMA1 RON2 block 1%, AmpC no deterg 123%[activator], AmpC inh detg -8%, HCMV inh 21, LmPK inh 1% and HCV inhibitor inconclusive.
`COc1cccc(CNC(=O)N2CCc3c(sc4c3CCCC4)C2c2ccc(F)cc2)c1` (stereo not drawn) gave TbPYK inhibitor 1%, AmpC inh detg 22% and HCMV inh -26.
For CCCCc1ccc(NC(=S)Nc2ccc(Cl)c(S(=O)(=O)N(C)C)c2)cc1 the results were TbPYK inhibitor inconclusive, AMA1 RON2 block 38%[activator], AmpC no deterg -32%, AmpC inh detg -12%, HCMV inh -63*, LmPK inh 1% and HCV inhibitor inconclusive.
`C[C@H](CO)N1C[C@H](C)[C@H](CN(C)Cc2ccccc2)Oc2c(NC(=O)Nc3ccc(F)cc3)cccc2C1=O` gave TbPYK inhibitor -5%, AMA1 RON2 block 0%, AmpC no deterg 139%[activator], HCMV inh -23 and HCV inhibitor inconclusive.
For Cc1cccc(S(=O)(=O)N(C)C[C@@H]2OCc3cn(nn3)CCCC(=O)N([C@H](C)CO)C[C@H]2C)c1 the results were TbPYK inhibitor 6%, AMA1 RON2 block -2% and HCMV inh -3.
CN(CCc1ccccc1)C(=O)c1ccc(NC(=O)Cc2ccc(NC(=O)C3CCCN(C(=O)C4CC4)C3)cc2)cc1 (stereo not drawn) was read as TbPYK inhibitor 1%, AMA1 RON2 block 5%, HCMV inh -21 and HCV inhibitor inconclusive.
`COc1ccc(NC(=O)CSc2nccc(C)n2)cc1` gave TbPYK inhibitor 0%, AMA1 RON2 block 6%, AmpC no deterg -3%, AmpC inh detg -1%, HCMV inh 4, LmPK inh 0% and HCV inhibitor 12%.
Screening COc1ccc(C(C(C(=O)c2ccco2)N2CCOCC2)N2CCOCC2)cc1 (stereo not drawn) returned TbPYK inhibitor 5%, AMA1 RON2 block -6%, AmpC no deterg -2%, AmpC inh detg -15%, HCMV inh -3, LmPK inh -2% and HCV inhibitor 8%.
COc1ccc(-c2ccc(OC(=O)NC3CCS(=O)(=O)C3)cc2)cc1 (stereo not drawn) was read as TbPYK inhibitor -4%, AMA1 RON2 block -6%, AmpC no deterg -24%, AmpC inh detg -2%, HCMV inh 50, LmPK inh 1% and HCV inhibitor 4%.

A draw from above in order of heavy-atom count, highest first:
Screening CCN(CC(=O)NCc1cccs1)C(=O)c1ccc(NS(=O)(=O)c2ccc(C(C)=O)cc2)cc1 returned TbPYK inhibitor -1%, AMA1 RON2 block -1%, AmpC no deterg -50%, AmpC inh detg inconclusive, HCMV inh -35 and HCV inhibitor 41%[activator].
For CCCCc1ccc(NC(=S)Nc2ccc(Cl)c(S(=O)(=O)N(C)C)c2)cc1 the results were TbPYK inhibitor inconclusive, AMA1 RON2 block 38%[activator], AmpC no deterg -32%, AmpC inh detg -12%, HCMV inh -63*, LmPK inh 1% and HCV inhibitor inconclusive.
COc1ccc(-c2ccc(OC(=O)NC3CCS(=O)(=O)C3)cc2)cc1 (stereo not drawn) was read as TbPYK inhibitor -4%, AMA1 RON2 block -6%, AmpC no deterg -24%, AmpC inh detg -2%, HCMV inh 50, LmPK inh 1% and HCV inhibitor 4%.
